PME-1 primary: blocks human protein phosphatase methylesterase 1; Q9Y570; recombinant PME-1, FP-Rh probe fluorescence polarization; inhibition, % at 5.9 µM; 0.53% of 320,000 active; AID 2130;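 active = inhibition above the campaign mean of all compounds plus 3 SD, cut at about 26% in these data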;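 also: competitive labeling of PME-1 active site by serine hydrolase directed probe; 0% = PME-1 with DMSO and 100% = wells lacking PME-1 enzyme; inhibitors block probe labeling so polarization falls and inhibition rises; many of its hits are not listed in these tables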
LYPLA2 inh: blocks human lysophospholipase 2, a PME1 counter-screen. O95372. recombinant LYPLA2, FP-Rh probe fluorescence polarization. inhibition, % at 5.9 µM. 0.38% of 320,000 active. AID 2177;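 active = inhibition above the screen-wide mean plus 3 SD, limit set per campaign, cut at about 26% in these data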;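 also: 0% = LYPLA2 with DMSO and 100% = wells lacking LYPLA2 enzyme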
PAFAH1B2 FP inh: PAFAH1B2 (human) inhibition. P68402. recombinant PAFAH1B2, FP-rhodamine activity probe, fluorescence polarization. inhibition, % at 3.39 µM. 1.2% of 340,000 active. AID 492953;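 active = inhibition above the mean of all tested compounds plus 3 SD, cut at about 24% in these data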;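 also: 0% = enzyme with DMSO and 100% = wells lacking PAFAH1B2; many of its hits are not listed in these tables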
PAFAH1B3 FP inh: PAFAH1B3 (human) inhibition. Q15102. recombinant PAFAH1B3, FP-rhodamine probe, fluorescence polarization. inhibition, % at 3.39 µM. 0.28% of 340,000 active. AID 492972;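 active = inhibition above the screen-wide average of all tested compounds plus 3 SD, cut at about 25% in these data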;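 also: 0% = enzyme with DMSO only and 100% = wells lacking PAFAH1B3 protein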
Target sequence (Q15102 whole entry, looked up): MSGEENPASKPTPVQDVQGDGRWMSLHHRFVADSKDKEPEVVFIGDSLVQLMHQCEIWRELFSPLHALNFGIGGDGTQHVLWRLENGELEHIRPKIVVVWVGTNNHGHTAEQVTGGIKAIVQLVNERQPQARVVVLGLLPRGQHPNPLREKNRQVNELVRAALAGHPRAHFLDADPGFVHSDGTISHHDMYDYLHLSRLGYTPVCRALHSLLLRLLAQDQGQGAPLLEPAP
PREPL inhibitor: inhibitors of human prolyl oligopeptidase-like enzyme PREPL. AID 2751. 0.68% of 320,000 active. inhibition, % at 5.96 µM. Q4J6C6. recombinant PREPL, fluorescence polarization activity-based probe; in the data active = inhibition above about 43%;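 also: 0% = enzyme with DMSO and 100% = wells lacking enzyme; many of its hits are not listed in these tables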
pPAFAH inh: inhibitors of human plasma PAF acetylhydrolase (pPAFAH) | AID 463082 | recombinant pPAFAH, FP-rhodamine probe fluorescence polarization | 1.5% of 330,000 active | inhibition, % at 3.39 µM;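 active = inhibition above the mean inhibition across the screen plus 3 SD, cut at about 25% in these data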;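 also: inhibitors block binding of the rhodamine activity-based probe so polarization drops; 0% = enzyme with DMSO and 100% = wells lacking pPAFAH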
GSTO1 inh: GSTO1 inhibition, counter-screen for RBBP9 inhibitors. inhibition, % at 5.96 µM. recombinant GSTO1, activity-based probe fluorescence polarization. 1.1% of 300,000 active. P78417;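 active = inhibition above the campaign mean inhibition plus 3 SD, cut at about 35% in these data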;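 also: 0% = GSTO1-1 with DMSO and 100% = wells lacking GSTO1-1 enzyme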
LYPLA1 inh: counter-screen for PME1 inhibitors: inhibitors of human LYPLA1; O75608; recombinant LYPLA1, FP-Rh probe fluorescence polarization; inhibition, % at 5.9 µM; 0.16% of 320,000 active; AID 2174;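 active = inhibition above the mean of all tested compounds plus 3 SD, set per campaign, cut at about 14% in these data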;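 also: inhibitors block serine hydrolase probe labeling of LYPLA1 so polarization falls; 0% = enzyme with DMSO and 100% = wells lacking LYPLA1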
PAD4 FP inh: PAD4 (human) enzyme inhibition | Q9UM07 | recombinant PAD4, RCA probe fluorescence polarization | inhibition, % at 6.36 µM | 0.41% of 330,000 active | AID 485272;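 active = percent inhibition above a cutoff equal to the mean of all tested compounds plus 3 SD, cut at about 15% in these data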;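 also: 0% = PAD4 with RCA probe and DMSO and 100% = probe without PAD4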
Target sequence (Q9UM07 whole entry, looked up): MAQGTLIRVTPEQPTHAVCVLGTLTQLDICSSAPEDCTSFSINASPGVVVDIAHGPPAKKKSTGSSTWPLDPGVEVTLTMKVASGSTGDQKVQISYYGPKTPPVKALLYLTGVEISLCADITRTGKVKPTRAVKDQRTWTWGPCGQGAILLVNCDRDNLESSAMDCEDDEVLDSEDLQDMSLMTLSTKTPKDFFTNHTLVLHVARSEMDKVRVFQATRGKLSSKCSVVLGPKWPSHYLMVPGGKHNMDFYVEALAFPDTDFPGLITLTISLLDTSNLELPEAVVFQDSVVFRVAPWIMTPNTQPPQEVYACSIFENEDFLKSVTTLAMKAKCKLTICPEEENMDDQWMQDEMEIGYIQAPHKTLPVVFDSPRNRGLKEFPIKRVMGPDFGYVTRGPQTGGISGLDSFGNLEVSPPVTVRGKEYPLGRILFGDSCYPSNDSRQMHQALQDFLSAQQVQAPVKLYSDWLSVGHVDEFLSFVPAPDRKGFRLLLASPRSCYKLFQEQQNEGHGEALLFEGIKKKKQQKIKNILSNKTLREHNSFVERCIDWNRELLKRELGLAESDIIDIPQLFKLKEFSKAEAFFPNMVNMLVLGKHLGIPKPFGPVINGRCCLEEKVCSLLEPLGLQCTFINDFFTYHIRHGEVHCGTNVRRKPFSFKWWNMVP
* hit, by the source's call; nt = not tested or not shown. These rows are one share of the data; count on the stated rates, not on these rows.

SMILES	PME-1 primary	LYPLA2 inh	PAFAH1B2 FP inh	PAFAH1B3 FP inh	PREPL inhibitor	pPAFAH inh	GSTO1 inh	LYPLA1 inh	PAD4 FP inh
C/C=C/C(=O)Nc1cccc(C2=NOC3(C2)C[C@@H](C(N)=O)N(C(=O)C(c2ccccc2)c2ccccc2)C3)c1 (some centres not stated)	-2	-10	6	1	-8	-2	2	-5	-2
O=C(O)Cc1csc(NC(=O)c2ccco2)n1	-1	-4	2	3	22	1	5	-1	-3
N#Cc1ccc(COC(=O)c2cnc3ccccc3n2)cc1	6	27*	8	5	1	2	2	2	0
O=C(CNCc1ccccc1Cl)Nc1ccc(C(=O)N2CCCCC2)cc1	-4	-4	1	6	7	-6	-3	-4	0
NC(=S)Nn1c(-c2ccccc2)nc2ccccc2c1=O	1	-6	3	11	1	2	4	0	-6
CCN(Cc1ccccc1)C(=O)CSc1n[nH]c(N)n1	-5	-5	2	6	12	-2	0	-2	1
CC(C)c1nnc(SCC(=O)N2CCc3ccccc32)n1N	4	5	3	4	5	1	1	3	-1
CCn1cc([N+](=O)[O-])c(C(=O)Nc2nc3ccc(OC)cc3s2)n1	4	1	12	9	-2	1	25	0	-1
NC(=O)c1cc(NC(=O)COC(=O)CCCN2C(=O)c3cccc4cccc(c34)C2=O)cc(C(N)=O)c1	nt	nt	3	1	2	2	nt	nt	-3
CN(C)c1ccc(-c2n[nH]c(=S)n2-c2ccccc2)cc1	-4	2	0	1	23	2	2	-2	-1
Cc1ccccc1-c1cc(C(=O)N2CCCC2)c2ccccc2n1	2	2	-4	9	16	11	7	3	-3
Cc1cc(=O)oc2cc(N3C(=O)CC(Cc4ccccc4)C3=O)ccc12 (configuration not stated)	6	2	2	8	13	3	7	8	3
O=C(c1cn(-c2ccccc2)nc1-c1ccccc1)n1nnc2ccccc21	-1	-8	-6	1	4	-5	-7	-1	-2
Cc1cc(C)n(C(=O)CNC(=O)c2ccco2)n1	-4	2	-3	-2	-2	4	6	0	-5
O=C(Nc1ccc(S(=O)(=O)N2CCCC2)cc1)c1cccnc1	6	1	0	0	8	4	-1	2	0
COC(=O)c1ccccc1N=Nc1c(C)noc1C	6	6	1	-1	12	0	3	2	-1
O=C(Nc1ccccc1SCC1CSc2nc3ccccc3c(=O)n21)c1ccccc1Cl (configuration not stated)	7	3	2	1	9	0	2	3	1
S=C(NCc1ccco1)Nc1cc(-c2ccccc2)[nH]n1	0	8	1	3	-2	4	-12	0	-1
COCC(=O)n1nc(-c2ccccc2)nc1NCc1ccc(F)cc1	8	2	5	8	15	-3	3	-1	-3
O=S(=O)(c1cccc(C(F)(F)F)c1)N1CCN(C(=S)NC2CC2)CC1	12	-2	1	8	19	-2	2	-3	-6
Cc1ccc(-n2[nH]c(C)c(C=NCc3ccncc3)c2=O)cc1	2	5	0	-3	3	-1	-3	3	-4
CC(NC(=O)c1ccc(S(=O)(=O)C(F)F)cc1)c1ccccc1 (configuration not stated)	-1	-2	8	2	-5	-1	9	-4	0
CN(NC1OC(=O)c2ccccc21)c1ccc(C(F)(F)F)cc1[N+](=O)[O-] (configuration not stated)	-2	7	nt	nt	-2	12	4	-1	4
O=[N+]([O-])c1cccc(CN2C[C@@]34C=C[C@@H](C[C@@H]3S2(=O)=O)O4)c1	0	2	-2	3	5	2	17	-3	0
COc1ccc(C(=O)Nc2cccc(C)c2)cc1	-1	2	4	3	0	-2	-3	-2	-1
CN(CC#CC1(O)c2ccccc2-c2ccccc21)Cc1ccccc1	5	4	1	-5	-9	0	13	-1	-2
Cc1ccc(S(=O)(=O)N2CCC(C(=O)Nc3ccc4c(c3)OCO4)CC2)cc1	5	2	7	-4	-34	-5	-6	2	-6
O=C(Nc1ccccc1C(=O)N1CCOCC1)C1CC(=O)N(C2CCCC2)C1 (configuration not stated)	1	10	0	4	6	2	1	3	-2
COc1ccc(CC(=O)Oc2ccc(Cl)cc2Br)cc1S(=O)(=O)N1CCOCC1	-3	1	5	2	2	6	7	3	1
COc1ccc(N2CCN(CC(=O)N3N=CCC3c3ccccc3)CC2)cc1 (configuration not stated)	3	-7	-1	6	0	7	3	-1	-2
C/C(=N\NC(=O)C1(C)CC1(Br)Br)c1ccc([N+](=O)[O-])cc1 (configuration not stated)	3	8	-2	5	-5	6	1	0	-1
COc1ccc2ccc(O)c(CN3CCN(S(=O)(=O)c4cccc(C(F)(F)F)c4)CC3)c2c1	-2	-7	4	1	15	2	nt	-4	-2
CCOc1cc(-c2nn3cnnc3s2)cc(OCC)c1OCC	-10	-2	-4	1	-9	28*	-1	-4	-3
O=C(CSc1nncc2ccccc12)Nc1cccc(C(=O)O)c1	-6	3	4	4	-4	4	-12	1	6
COc1cc(C(=S)N(C)C)ccc1O	-2	1	2	1	-5	0	8	-1	-4
O=C(COc1ccccc1)N1CCN(S(=O)(=O)c2cccc([N+](=O)[O-])c2)CC1	-2	2	2	3	13	-1	1	2	-1
Cc1onc(-c2ccccc2Cl)c1C(=O)Nc1ccc(-c2cn3cccnc3n2)cc1	-10	-14	5	3	-5	-8	2	-6	-9
C/C(=N\NC(=S)Nc1c(C)cccc1C)c1ccc(O)cc1	5	-1	-1	7	3	6	2	1	0
Cc1cccc(Nc2cc(=O)[nH]c(=O)[nH]2)c1	-3	-12	1	8	6	1	11	0	-5
Cc1ccc2cc(CNC(C)C)c(=O)[nH]c2c1	-1	-3	4	-1	4	9	-11	-2	-3
COc1ccc(C2(CNC(=O)c3cccc([N+](=O)[O-])c3)CCOCC2)cc1OC	-8	5	2	5	7	-3	1	-1	7
O=C(C1CC1)N1CCc2cc(S(=O)(=O)N3CCN(c4ccccc4)CC3)ccc21	3	-2	7	4	-37	1	-3	-1	-2
O=C(NN1CCOCC1)c1cc(-c2ccccc2)nc2ccccc12	-7	3	3	10	7	5	-7	-2	1
COCCN(C(=O)COC(=O)CCc1nc2ccccc2s1)c1c(N)n(Cc2ccccc2)c(=O)[nH]c1=O	2	5	-2	7	11	2	5	0	-1
Cc1ccc(C2C(C#N)=C(N)Oc3n[nH]c(-c4cccs4)c32)s1 (configuration not stated)	2	3	4	-11	-6	8	17	3	9
COC(=O)c1ccc(/C=N/N2CCN(Cc3ccccc3)CC2)cc1	1	7	2	5	14	5	-1	3	-1
Nc1nc(-c2ccco2)c(-c2ccco2)s1	1	-2	-2	12	11	37*	22	-3	-3
Cn1c(=O)oc2cc(S(=O)(=O)NCc3ccccn3)ccc21	-3	-1	2	3	-4	4	0	4	-3
CCn1c(CCc2ccccc2)n[nH]c1=S	3	7	3	1	5	-1	1	6	1
COc1ccc(NC(=O)C(=O)NCC(=O)Nc2cccc(C(F)(F)F)c2)cc1	-2	-2	2	5	-2	-1	6	-4	2

Next section.
SMILES	PME-1 primary	LYPLA2 inh	PAFAH1B2 FP inh	PAFAH1B3 FP inh	PREPL inhibitor	pPAFAH inh	GSTO1 inh	LYPLA1 inh	PAD4 FP inh
COc1ccc(-c2c(C#Cc3ccc(N(C)C)cc3)c3ccccc3n2C)cc1	nt	nt	5	1	22	12	nt	nt	-3
N#CC1=C(Nc2ccccc2Cl)SC(c2ccccc2O)NC1=O (configuration not stated)	-7	-2	3	9	0	-6	-7	4	3
CCC1CN(C(=O)N2CCC(C(=O)NCc3ccccc3OC)CC2)c2cc(C)ccc2O1 (configuration not stated)	4	5	3	9	3	7	-7	-2	4
CCCCN1Cc2cc(C(=O)c3cc(F)ccc3O)cnc2NC1=O	0	10	-3	-1	10	10	2	2	2
COc1cc(/C=N/NC(=O)c2ccc3c(c2)OCCO3)c(Br)c(Br)c1O	45*	3	8	8	22	20	17	4	1
COc1ccc([N+](=O)[O-])cc1NS(=O)(=O)c1cc(C(=O)N2CCN(C)CC2)ccc1OC	-4	-2	2	9	-4	0	nt	-5	1
O=C(NC1(C(F)(F)F)NC(=O)N(c2ccccc2F)C1=O)c1ccncc1 (configuration not stated)	2	-7	1	-4	1	-2	5	-4	-4
CCOC(=O)C1CCN(C(=S)NC2CC3C=CC2C3)CC1 (configuration not stated)	-8	-3	nt	nt	17	-2	6	3	8
COc1ccc(N2CC(C(=O)OCC(=O)NCc3ccccc3)CC2=O)cc1 (configuration not stated)	-5	-7	-1	1	10	4	12	-4	-16
COc1ccc(Br)cc1/C=N/N1CCN(Cc2ccccc2)CC1	4	1	6	5	0	-10	12	0	1
Cc1cccc(Oc2coc3cc(OC(=O)c4cccs4)ccc3c2=O)c1	1	16	2	5	34	2	4	3	2
Cc1nn(C)c(C)c1/C=C/C(=O)O	5	5	0	4	9	-6	-7	3	3
Cn1c(CNc2ccc(Cl)cc2)nc2ccccc21	-2	-3	4	6	16	1	7	-2	-2
O=C(CCCn1cc([N+](=O)[O-])cn1)NCc1ccccc1	-1	2	2	7	0	-3	2	2	2
CC(=O)c1cccc(NC(=O)c2ccc(N(C)S(=O)(=O)c3ccc(C)cc3)cc2)c1	-14	-47	4	-1	5	-3	-8	-30	-5
COc1ccc(/C=N/NC(=O)c2cccc(Br)c2)cc1COc1ccccn1	-3	-7	8	10	-6	-2	-5	-5	-4
Cc1ccc(C)c(S(=O)(=O)NCCN2CCOCC2)c1	4	-6	7	9	-4	0	1	1	-5
CCCCCN1CN(S(=O)(=O)c2cccs2)c2nc3ccccc3nc21	2	-2	3	10	-4	3	4	2	-4
N#CCCn1cc(C(N)=O)c(-c2ccc3ccccc3c2)n1	-3	4	0	2	-1	3	4	2	-16
OC(COc1ccc(-c2ccccc2)cc1)CN1CCOCC1 (configuration not stated)	4	2	nt	nt	6	4	-1	-2	-1
NS(=O)(=O)c1cc(C(=O)N=Nc2c(O)[nH]c3ccccc23)ccc1Cl	4	1	7	13	16	10	2	1	-7
O=S(=O)(NCc1c(Cl)cccc1Oc1ccccc1)c1ccccc1	16	3	6	3	-45	6	-7	-1	1
CCOC(=O)Cc1nn(Cc2nc(-c3ccc(C#N)cc3)cs2)c(=O)c2ccccc12	2	4	0	11	28	-1	0	2	-3
COc1ccc(Cc2nc3ccc(S(N)(=O)=O)cc3[nH]2)cc1OC	7	7	nt	nt	20	2	1	4	-4
COc1cc(-c2nc(CN(C)Cc3nnc(C)o3)c(C)o2)ccc1F	-2	2	9	-4	-4	3	-15	3	2
Cc1cc(NS(=O)(=O)c2ccc(NC(=O)COc3cc(C)c(Cl)c(C)c3)cc2)no1	6	-1	-2	7	-22	-4	nt	-16	2
N#Cc1ccc(C(=O)Nc2nnc(-c3ccco3)o2)cc1	-2	0	2	4	-6	6	10	2	0
Cc1csc(=O)n1CCC(=O)OCC(=O)Nc1ccc(Cl)cn1	-1	8	5	12	16	7	-3	0	0
O=C(CSc1ccc2nnc(CCNS(=O)(=O)c3ccccc3)n2n1)Nc1nc2ccccc2s1	14	2	-2	5	-17	10	12	-1	5
CNC(=O)c1c(C)nn(-c2ccc(F)c(Cl)c2)c1-c1cc(C)on1	-1	-1	nt	nt	10	-1	-5	1	-2
COc1cc(C(=O)OCc2cc(=O)c(O)co2)ccc1OC(F)F	1	6	6	2	-12	9	11	-3	0
Cc1ccc(NC(=O)NC2CC(=O)N(c3ccc4c(c3)OCCO4)C2)cc1 (configuration not stated)	5	1	4	-2	-2	2	16	1	-2
